Growth percent in the NCI-60 one-dose screen (48 h, 10 µM unless noted): 100 = growth as untreated, 0 = no growth, -100 = all killed.
NCI-H322M: NCI-H322M lung cancer. 80,000 tested, 2.7% active
COLO 205: COLO 205 colon cancer. 79,000 tested, 7.3% active. AID 1794742
SW-620: SW-620 colon cancer; 82,000 tested, 5.2% active; AID 1794795
HCT-15: HCT-15 colon cancer; 82,000 tested, 5.2% active; AID 1794746
NCI-H522: NCI-H522 lung cancer | 78,000 tested, 8% active
NCI-H23: NCI-H23 lung cancer; 80,000 tested, 4% active
NCI-H226: NCI-H226 lung cancer; 79,000 tested, 3.5% active; AID 1794732
NCI-H460: NCI-H460 lung cancer. 82,000 tested, 6.8% active. AID 1794736
HT29: HT29 colon cancer; AID 1794748; 81,000 tested, 7.4% active
An asterisk follows results filed as active; / = not tested or not shown; [ ] = another dose, or the depositor's remark. The calls were made as follows: active = growth percent below 10; inactive = the rest. Compounds as they come; 12% or so of the library scored in one or more.

SMILES	NCI-H322M	COLO 205	SW-620	HCT-15	NCI-H522	NCI-H23	NCI-H226	NCI-H460	HT29
CN1C(=O)N(C)C2Nn3c(s/c(=C\c4ccccc4)c3=O)=NC21 (stereo unspecified)	97.0	110.9	96.9	93.1	87.1	100.6	94.2	107.8	106.3
Cn1nnnc1-c1ccc(N)cc1	92.7	110.3	103.5	98.9	84.2	88.7	106.7	105.2	95.0
CSC1=C(C#N)C(N)=NN2C(=N1)C(c1nc3ccccc3s1)=Cc1cc(Br)ccc12	95.9	101.1	98.1	96.0	90.4	87.9	75.9	93.7	98.8
CC(C)c1cc(C(C)C)c(S(=O)(=O)n2ccc3nc(Cl)nc(Cl)c32)c(C(C)C)c1	104.6	109.9	106.5	102.4	96.1	98.3	98.2	103.3	112.6
O=C1Nc2c(ccc(Cl)c2Cl)/C1=C/c1ccccn1	93.4	108.2	76.8	70.9	71.0	81.5	93.5	97.6	78.5
C=C1CCOC12c1cccc(OC)c1-c1cc(OC)c(OC)c(OC)c12 (stereo unspecified)	97.9	117.2	103.1	95.3	93.8	101.1	95.2	106.0	101.6
O=C1/C=C/[C@@H](O)[C@@H]2C[C@@H](O)C[C@H]2/C=C/CCC[C@H]([C@@H](O)CO)O1	91.9	94.3	104.1	95.3	92.8	93.0	105.6	115.2	80.2
COc1cc(-c2csc(NC(=O)Nc3ccc(Cl)cc3)n2)cc(OC)c1OC	64.8	13.2	42.1	20.1	3.2*	11.3	32.6	24.9	36.1
NS(=O)(=O)Oc1ccc(NC(=O)C2CCCCC2)cc1	/	108.2	105.0	99.9	87.3	99.3	93.1	104.6	98.7
CC(C)=NN=C(C)C	100.0	106.5	107.9	93.5	88.1	108.7	99.3	114.2	99.6
O=C(/C=C/c1cccc(C(F)(F)F)c1)Nc1ncc(Cc2ccc(Cl)cc2)s1	101.2	109.9	101.6	94.5	92.0	100.1	98.7	101.8	100.9
C=C(C)[C@@H]1C/C=C(\COC(=O)[C@H](OC(C)=O)C(NC(=O)c2ccccc2)c2ccccc2)CC[C@H]2O[C@]2(C)CC/C=C(\C)CC1 (stereo partly specified)	71.6[5 µM]	92.0[5 µM]	94.8[5 µM]	89.0[5 µM]	57.3[5 µM]	73.7[5 µM]	81.0[5 µM]	64.2[5 µM]	62.8[5 µM]
CNCCCn1c2c(c3ccc(F)cc3c1=O)C(=O)c1cc(OC)cnc1-2	-2.0*	-33.1*	-2.7*	-3.1*	/	-41.5*	-61.2*	-37.6*	-20.9*
CN(C)S(=O)(=O)c1cccc(C(=O)Nc2sc3c(c2C(N)=O)CCC3)c1	100.2	130.8	108.4	99.0	82.9	91.9	116.2	106.4	107.2
COc1cc2c(cc1[N+](=O)[O-])-c1ccc([N+](=O)[O-])cc1/C2=N\O	112.6	79.6	75.2	87.4	51.2	88.2	66.0	84.0	75.3
NC1(C(=O)O)c2ccccc2-c2ccccc21	103.3	107.7	107.5	101.9	84.0	92.2	98.7	111.8	86.9
Cc1nccc2c3ccc(OCc4cn(-c5ccccc5)nn4)cc3n(CCCc3ccccc3)c12	75.6	50.7	69.0	56.9	57.5	80.8	85.7	59.2	38.5
Cc1ccc(NC(=O)c2ccc(CN3CCN(C)CC3)c(I)c2)cc1Oc1ccc(-c2[nH]nc3ncnc(N)c23)cc1	89.8	53.0	-67.3*	-54.1*	46.6	87.9	91.8	90.4	-71.1*
O=C(c1ccc(O)cc1)[C@@H]1[C@@H]2CCCN2[C@@]2(C(=O)N(C(=O)c3cccs3)c3ccccc32)[C@H]1c1ccc(F)cc1	99.6	106.6	107.6	99.3	95.0	104.2	94.8	101.5	105.0
C/C(=C(/C)C1CC1CCNS(=O)(=O)c1ccc(C)cc1)c1cc(C)cc(C)c1 (stereo unspecified)	102.0	115.7	97.7	95.6	86.7	96.8	91.7	99.4	100.5
COc1ccc(NC2=C(Br)C(=O)C(C)=C(C)C2=O)cc1OC	105.8	125.3	107.1	97.9	89.6	89.8	88.2	101.1	110.6
C/C(=N/NC(=O)c1sc(=S)n(C)c1N)c1cc2cc(Br)ccc2o1	66.7	97.3	101.9	79.3	71.9	85.3	98.0	82.1	69.1
COc1ccc(C2=NN(c3nc(-c4ccccc4)c(C#N)c(=O)n3C)C(c3ccc(OC)cc3)C2)cc1 (stereo unspecified)	94.5	116.2	105.2	104.1	/	98.5	104.6	93.5	100.7
COC(=O)/C(=N\Nc1nc(=S)[nH]n1N)C(C#N)c1ccccc1 (stereo unspecified)	98.6	106.7	98.3	109.7	74.2	102.9	94.4	105.7	101.4
CC(C)(C)C1CCN(Cc2ccccc2)CC1	89.7	103.4	104.3	99.3	86.4	104.0	105.0	106.0	104.0
COc1ccc2c(c1)c(-c1nnc(N)nc1-c1c[nH]c3ccc(F)cc13)cn2C	87.0	41.4	25.7	27.7	27.2	44.6	57.8	15.1	11.1
CC(COC(=O)c1ccc([N+](=O)[O-])cc1)C1CCCCC1 (stereo unspecified)	101.4	108.8	100.9	101.3	/	107.4	109.2	105.7	107.7
CC(C)C1=C[C@@]23CC[C@@H]4[C@](C)(CCC[C@]4(C)C(=O)NCc4ccccc4)[C@H]2C[C@@H]1[C@H]1C(=O)CCC(=O)[C@H]13	93.4	103.3	85.4	56.0	-12.5*	59.0	40.7	84.5	81.7
Cc1cnc(/C=N\NC(N)=S)c2cccc(N)c12	-21.9*	15.1	35.0	24.9	-1.7*	7.3*	4.8*	1.8*	35.8
CC(C)C(/C=N/N=C(N)N)=N\N=C(N)N	98.6	110.4	98.0	102.3	75.2	101.6	99.0	102.7	91.5
CCCC(CCC)NC(CC)CO (stereo unspecified)	118.5	109.3	104.1	99.9	86.6	104.3	101.3	107.5	87.2
CC(=O)Nc1nonc1-c1nc2ccccc2n1Cc1ccc(C(C)(C)C)cc1	83.0	98.5	/	90.4	85.1	86.7	76.6	79.3	74.1
CN(C)C=Nc1ccccc1	119.5	122.7	107.7	114.9	91.8	107.9	99.2	118.5	101.9
O=C1C=CC(=O)N1CO	116.6	148.9	114.6	115.7	103.0	123.5	113.0	122.6	104.9
COC(=O)c1[nH]nc2c1C1(C(=O)Nc3ccc(OC(F)(F)F)cc31)C(C#N)=C(N)O2 (stereo unspecified)	105.9	114.4	101.0	98.4	99.4	104.3	99.7	103.4	109.0
O=C1/C(=C\c2cccn2Cc2ccccc2)c2ccccc2N1c1c(Cl)cccc1Cl	54.8	-6.3*	85.7	4.9*	88.9	68.7	53.1	42.7	52.4
COc1ccc(OC)c(/C(C)=N/NC(=O)CSc2nc3ccccc3c(=O)n2Cc2ccc(S(N)(=O)=O)cc2)c1	96.7	113.0	99.9	98.9	97.9	100.9	99.8	100.8	119.1
CN1CC[C@H](c2c(O)cc(O)c3c(=O)cc(-c4ccccc4Cl)oc23)[C@H](O)C1	-5.3*	-55.0*	0.9*	4.2*	-23.9*	-17.3*	3.7*	3.2*	-19.8*
CCn1c2ccc(/C=N/NS(=O)(=O)CCN(C)C)cc2c2cc(/C=N/NS(=O)(=O)CCN(C)C)ccc21	85.7	115.1	90.8	108.1	86.6	97.4	96.5	101.4	103.4
Cc1cc(=O)oc2cc(OCC(O)CNN3C(=O)c4cccc5c(N6CCOCC6)ccc(c45)C3=O)ccc12 (stereo unspecified)	97.0	118.1	101.3	98.7	92.0	104.9	106.4	107.1	116.0
O=C(CCl)n1nnnc1Cc1ccccc1	101.7	110.6	100.8	102.2	90.8	101.7	104.2	108.1	95.6
CCOC(=O)C(CC(Nc1ccc(Br)cc1)c1ccccc1)[N+](=O)[O-] (stereo unspecified)	80.4	106.0	73.2	78.6	73.8	88.0	92.0	95.7	85.7
Nn1c(-c2ccccc2)nc2c(-c3ccc(Cl)cc3)nc3ccc(Cl)cc3c2c1=O	94.7	115.0	87.6	107.9	102.6	134.6	93.3	74.0	96.5
COc1cc2[nH]c(C(=O)c3cc(OC)c(OC)c(OC)c3)c(N)c2cc1C#CCO	43.6	-35.8*	16.9	19.6	-6.0*	35.7	27.9	7.9*	1.0*
CC1CCCC(C)C1O (stereo unspecified)	138.9	105.5	102.7	/	/	96.4	106.3	107.6	108.3
C=C(C)C(=O)O[C@H]1C[C@@]2(C)OC(=CC2=O)/C(CO)=C\[C@H]2OC(=O)C(=C)[C@H]12	87.6	-72.9*	-61.3*	-19.5*	-68.3*	-35.2*	-39.3*	12.5	-12.2*
O=C(NCCCNc1cc(-c2cn(-c3ccccc3)nc2-c2cccc(O)c2)ccn1)Nc1cccc(C(F)(F)F)c1	54.2	3.2*	12.4	-25.3*	46.9	58.0	62.0	28.7	10.0*
CNC(=O)c1nc(-c2ccc(OC)c(OC)c2)n(-c2ccc(OC)cc2)n1	110.3	105.2	104.6	102.3	94.4	112.2	90.5	104.0	103.2
CC1=NN(c2ccc(Cl)cc2S(=O)(=O)O)C(=O)C1N=Nc1ccc(OS(=O)(=O)c2ccc(C)cc2)cc1 (stereo unspecified)	111.3	106.2	94.6	/	91.5	95.6	101.3	107.9	93.0
CCOC(=O)c1cc(C(=O)c2ccc(Br)cc2)n2cc(C)cc(C)c12	96.7	/	103.3	95.5	77.3	95.2	87.2	95.9	82.3
More structures.
SMILES	NCI-H322M	COLO 205	SW-620	HCT-15	NCI-H522	NCI-H23	NCI-H226	NCI-H460	HT29
C/C(=C/Cl)n1cnc2c(Nc3ccccn3)nc(Cl)nc21	107.0	117.0	100.7	102.7	85.4	100.5	98.7	102.9	102.5
COc1ccc(-n2c(-c3ccccc3)c(-c3ccccc3)c3c(SCC(=O)n4[nH]c(C)cc4=O)ncnc32)cc1	100.7	96.9	93.5	89.8	80.7	79.0	73.3	96.3	97.5
CC(=O)Oc1ccccc1C(=O)Oc1ccc(C(=O)/C=C/c2ccccc2)cc1	113.9	119.7	111.6	98.2	86.2	/	108.0	111.4	118.0
CC(=O)c1ccc(NC(=O)CSc2nnc(-c3ccc(NC(=O)c4cccnc4)cc3)o2)cc1	98.5	87.0	103.8	109.0	35.1	108.8	108.0	112.6	110.9
COc1cc2ccccc2cc1C(=O)O	148.7	113.5	107.7	105.1	96.6	89.7	114.5	120.4	113.2
C/C=C(/C(=C/C)c1ccc(O)cc1)c1ccc(O)cc1	27.4	73.9	25.6	31.7	55.3	48.0	69.9	20.2	38.6
COc1cccc(/C=C2\Oc3cc(O)ccc3C2=O)c1OC	106.4	/	104.4	101.6	98.6	107.8	/	106.6	114.5
CC(=O)c1cc(C(=O)N2c3ccccc3Sc3ccccc32)n2ccc(C)cc12	72.2	67.7	25.6	10.5	49.6	42.0	40.2	12.3	32.7
CCCCC(S(C)(=O)=O)S(C)(=O)=O	101.7	110.6	104.7	96.2	/	104.4	93.7	103.6	102.6
COc1cccc(Br)c1NC(C)=O	115.8	124.2	101.9	106.8	105.9	101.0	89.0	102.2	102.5

Some of these compounds in order of length of the SMILES, low to high.
SMILES	NCI-H322M	COLO 205	SW-620	HCT-15	NCI-H522	NCI-H23	NCI-H226	NCI-H460	HT29
CC(C)=NN=C(C)C	100.0	106.5	107.9	93.5	88.1	108.7	99.3	114.2	99.6
O=C1C=CC(=O)N1CO	116.6	148.9	114.6	115.7	103.0	123.5	113.0	122.6	104.9
O=C(CCl)n1nnnc1Cc1ccccc1	101.7	110.6	100.8	102.2	90.8	101.7	104.2	108.1	95.6
NS(=O)(=O)Oc1ccc(NC(=O)C2CCCCC2)cc1	/	108.2	105.0	99.9	87.3	99.3	93.1	104.6	98.7
CC(=O)Nc1nonc1-c1nc2ccccc2n1Cc1ccc(C(C)(C)C)cc1	83.0	98.5	/	90.4	85.1	86.7	76.6	79.3	74.1
CNC(=O)c1nc(-c2ccc(OC)c(OC)c2)n(-c2ccc(OC)cc2)n1	110.3	105.2	104.6	102.3	94.4	112.2	90.5	104.0	103.2
CN(C)S(=O)(=O)c1cccc(C(=O)Nc2sc3c(c2C(N)=O)CCC3)c1	100.2	130.8	108.4	99.0	82.9	91.9	116.2	106.4	107.2
Nn1c(-c2ccccc2)nc2c(-c3ccc(Cl)cc3)nc3ccc(Cl)cc3c2c1=O	94.7	115.0	87.6	107.9	102.6	134.6	93.3	74.0	96.5

Remaining list, next part:
SMILES	NCI-H322M	COLO 205	SW-620	HCT-15	NCI-H522	NCI-H23	NCI-H226	NCI-H460	HT29
O=C(O)c1cn(C2CC2)c2cc(N3CCN(C(=O)N/N=C/c4ccc(Br)cc4)CC3)c(F)cc2c1=O	80.8	95.3	96.7	94.3	73.4	91.0	86.6	91.7	95.3
CC(C)=CCc1cc2c(cc1O)C1=C(C(=O)C3=C(C1=O)S(=O)(=O)CCN3)C(C=C(C)C)O2 (stereo unspecified)	-76.2*	-69.8*	-18.9*	-11.5*	-50.8*	-35.9*	-54.1*	-50.4*	-30.5*
COc1ccc(CNC(=O)c2c(C)n([O-])c3cc(F)c(F)cc3[n+]2=O)cc1	97.1	130.8	71.1	36.8	77.9	41.9	99.6	97.2	93.0
COc1nc2c(c(=O)n1C)N=C1c3ccccc3C(=O)C1C(c1ccccc1)N2 (stereo unspecified)	103.7	105.8	88.4	90.5	101.6	94.1	/	102.8	104.0
Cc1cccc(Cc2cnc(NC(=O)c3cc(C)oc3C)s2)c1	59.3	115.0	70.3	45.0	57.2	76.2	75.2	21.7	75.7
COc1ccc(-c2nc(Nc3ccccc3S(N)(=O)=O)c3ccccc3n2)cc1	35.1	75.9	8.5*	28.1	59.7	-0.1*	-43.0*	-24.9*	8.9*

Screens from PubChem BioAssay.
